PKM2 act = qHTS Assay for Activators of Human Muscle isoform 2 Pyruvate Kinase. purified PKM2, Kinase-Glo ATP luminescence, activation; response scale: 0% is enzyme alone, no compound. Potency, µM (series often up to 57.5 µM), for inactives: at the top dose activation, most hits filed as activators. actives 0.34% (n = 260,000). AID 1631, 2009; further: potency means the concentration at half of the fitted maximal effect; on the % scale 0 is the no-effect control and ±100 the full control effect; nearly all actives have a fitted effect of over 55% in size
Target sequence (P14618 whole entry, looked up, canonical isoform): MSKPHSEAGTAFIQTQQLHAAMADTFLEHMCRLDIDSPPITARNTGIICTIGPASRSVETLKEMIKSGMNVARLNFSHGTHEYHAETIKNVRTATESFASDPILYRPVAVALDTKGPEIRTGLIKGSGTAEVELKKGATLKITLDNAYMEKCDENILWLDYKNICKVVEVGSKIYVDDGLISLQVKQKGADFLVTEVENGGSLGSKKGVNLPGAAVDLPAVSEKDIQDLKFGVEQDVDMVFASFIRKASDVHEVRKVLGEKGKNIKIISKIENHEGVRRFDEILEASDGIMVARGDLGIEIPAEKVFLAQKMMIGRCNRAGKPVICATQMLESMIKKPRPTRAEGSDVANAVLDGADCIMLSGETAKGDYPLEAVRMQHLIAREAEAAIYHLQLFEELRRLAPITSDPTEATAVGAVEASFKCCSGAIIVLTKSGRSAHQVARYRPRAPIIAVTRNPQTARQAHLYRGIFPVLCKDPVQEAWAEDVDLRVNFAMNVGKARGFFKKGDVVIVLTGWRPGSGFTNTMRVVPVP
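hPK-M2, >95% pure; 0.1 mM ADP / 0.5 mM PEP final; imidazole pH7.2 buffer w/ 7 mM MgCl2, 50 mM KCl; 1 h RT; Kinase-Glo lum. Intermediate enzyme activity for dual inhibitor/activator qHTS.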
FLuc modulator = qHTS profiling assay for firefly luciferase inhibitor/activator using purifed enzyme and Km concentrations of substrates (counterscreen for miR-21 project); Luciferin 4-monooxygenase (Photinus pyralis), P08659; purified FLuc, Km substrates, luminescence inhibition; Potency, µM (series often up to 57.5 µM), for inactives: at the highest dose activity change, negative = inhibition, usual class: inhibitors; actives 6.9% (n = 360,000); AID 588342, 2011;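 further: potency means the concentration at half of the fitted maximal effect; plate controls were vehicle for no effect and reference inhibitor for full effect; nearly all actives have a fitted effect of over 55% in size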
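Biochemical qHTS of compounds, final roughly 60 µM downward over six points, against 10 nM purified firefly luciferase using Km concentrations of substrates (10 uM D-luciferin, 10 uM ATP) in Tris acetate pH 7.5 buffer; luminescence output.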
Menin-MLL TR inh = qHTS Assay for Inhibitors Targeting the Menin-MLL Interaction in MLL Related Leukemias: Competition With Texas Red Labeled MLL-derived Mutant Peptide; Menin + Texas Red MLL mutant peptide, fluorescence polarization; Potency, µM (titrated, usually from 61.6 µM), inactives show at the top dose FP activity change, negative = inhibition, actives largely listed as inhibitors; O00255; actives 0.23% (n = 270,000); active means well fitted inhibition curve with a large enough effect in the polarisation, with a control signal flat, not every such curve was filed as active; inconclusive means small, poorly fitted or top-dose-only effect, or effect the other way, or a change in a side signal; inactive means no such curve, though single readings can be large or run the other way; the % refers to the polarisation; further: potency means the concentration at half of the fitted maximal effect; % of control where 0% means no effect; many of its hits are not listed in these tables
Target sequence (O00255 whole entry, looked up): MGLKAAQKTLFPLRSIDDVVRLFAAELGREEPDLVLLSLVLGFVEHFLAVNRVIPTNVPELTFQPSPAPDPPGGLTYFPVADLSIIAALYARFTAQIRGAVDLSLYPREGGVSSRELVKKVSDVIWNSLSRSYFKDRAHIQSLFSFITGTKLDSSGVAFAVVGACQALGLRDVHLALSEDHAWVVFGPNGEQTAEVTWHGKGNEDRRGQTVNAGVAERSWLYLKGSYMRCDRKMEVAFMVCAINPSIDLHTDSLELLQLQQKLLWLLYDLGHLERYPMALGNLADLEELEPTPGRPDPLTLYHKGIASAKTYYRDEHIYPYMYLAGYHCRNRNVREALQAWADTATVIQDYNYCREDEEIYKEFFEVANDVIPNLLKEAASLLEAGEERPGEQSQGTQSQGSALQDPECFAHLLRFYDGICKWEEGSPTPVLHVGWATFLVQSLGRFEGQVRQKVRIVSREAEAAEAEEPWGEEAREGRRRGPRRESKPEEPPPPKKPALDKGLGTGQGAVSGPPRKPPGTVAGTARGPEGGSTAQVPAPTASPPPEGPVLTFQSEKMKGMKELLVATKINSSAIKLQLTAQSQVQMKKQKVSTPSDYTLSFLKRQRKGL
RORg inh = qHTS for inhibitors of ROR gamma transcriptional activity; actives 5.4% (n = 310,000); Drosophila S2 Gal4-RORgamma UAS-luciferase reporter, 20 h; Potency, µM (highest dose often 53.6 µM), inactives show at the highest dose activity change, negative = inhibition, hits mostly inhibitors; Nuclear receptor ROR-gamma (Mus musculus), P51450; further: potency means the concentration at half of the fitted maximal effect; on the % scale 0 is the no-effect control and ±100 the full control effect; nearly all actives have a fitted effect of over 60% in size
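Using a luciferase readout, inhibitors were identified by reduced reporter activity in Drosophila cells coexpressing a copper-inducible Gal4–ROR gamma fusion and UAS-driven Photinus luciferase, incubated 20 hr after 700 uM copper sulfate.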
BRCA1 expr act = qHTS Assay to Identify Small Molecule Activators of BRCA1 Expression | AID 624202, 2012 | actives 1.1% (n = 380,000) | MCF7-BRCA1-FFLuc reporter, luminescence, 48 h; response scale: scaled: vehicle 0%, 10 µM genistein 100% | Potency, µM (doses to about 46.1 µM), inactives show at the highest dose activation, actives largely listed as activators; further: potency means the concentration at half of the fitted maximal effect; nearly all actives have a fitted effect of over 80% in size; some results filed as inactive show a strong effect at the top dose
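Cells: MCF7-BRCA1-FFLuc, 2000/well. Exposure: 48 h, 37 °C, 5% CO2. Read: luminescence, 15 min post-substrate. Controls: genistein 10 microM (maximal activation), DMSO (neutral).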
Gal4-VP16 FLuc = VP16 counterscreen qHTS for inhibitors of ROR gamma transcriptional activity; Drosophila S2 Gal4-VP16 UAS-luciferase, luminescence, 20 h; Potency, µM (titrated, usually from 53.6 µM), without a hit: top-dose activity, negative = inhibition, usual class: inhibitors; actives 3.5% (n = 310,000); AID 2546, 2010;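 further: Gal4-VP16 expression switched on by copper sulfate through the metallothionein promoter; potency means the concentration at half of the fitted maximal effect; on the % scale 0 is the no-effect control and ±100 the full control effect; nearly all actives have a fitted effect of over 50% in size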
ELG1 genotox = qHTS screen for small molecules that induce genotoxicity in human embryonic kidney (HEK293T) cells expressing luciferase-tagged ELG1. HEK293T ELG1-luciferase reporter, luminescence, 16 h. Potency, µM (titrated, usually from 46 µM), without a hit: top-dose activity change, positive = activation, hits mostly activators. actives 1.3% (n = 330,000). AID 504466, 2011; further: potency means the concentration at half of the fitted maximal effect; % of control where 0% means no effect; nearly all actives have a fitted effect of over 60% in size
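Genotoxicity was scored as increased ELG1-luciferase reporter signal, measured by ONE-Glo luminescence (30 min, room temperature). Compound or vehicle exposure of the HEK293T reporter cells lasted 16 hr at 37°C.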
p53 reactivation = qHTS assay for re-activators of p53 using a Luc reporter; H1299 p53-A138V BP100-luciferase reporter, luminescence, 24 h; Potency, µM (doses to about 92.2 µM), without a hit: at the top dose activity change, positive = activation, usual class: activators; actives 0.063% (n = 320,000); further: potency means the concentration at half of the fitted maximal effect; % of control where 0% means no effect; nearly all actives have a fitted effect of over 45% in size
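H1299 (p53-null), stable ts p53-A138V + BP100-Luc; 1000 cells/well, Opti-MEM/10% FBS; cpd 4 pt, 1:5; 24 h, 37 deg C, 5% CO2; detection reagent 10 min RT; luminescence.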
Rab9 promoter act = qHTS Assay for Rab9 Promoter Activators; Huh7 Rab9 promoter-luciferase reporter, luminescence, 24 h; Potency, µM (highest dose often 9.22 µM), for inactives: top-dose activation, negative = inhibition, usual class: activators; actives 2.8% (n = 320,000); further: potency means the concentration at half of the fitted maximal effect; % of control where 0% means no effect; nearly all actives have a fitted effect of over 60% in size
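Luminescence from Amplite-detected luciferase (10 minutes, ambient) reports Rab9 promoter activation. Before that, stable Rab9-luciferase Huh7 cells (1500/well, reduced-serum OP-MEM I plus 10% FBS) were exposed to compound for 24 hours at 37C.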
NPC1 promoter act = qHTS Assay for NPC1 Promoter Activators; Potency, µM (top dose mostly 9.22 µM), for inactives: at the top dose activation, usual class: activators; Huh7 NPC1 promoter luciferase reporter, 24 h; actives 2.4% (n = 320,000); AID 485313, 2010;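 further: potency means the concentration at half of the fitted maximal effect; % of control where 0% means no effect; nearly all actives have a fitted effect of over 60% in size; reporter is driven by a mutant NPC1 promoter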
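Huh7 reporter cells (NPC1 promoter driving luciferase) are dosed with compound for 24 h at 37 °C, 5% CO2; luciferase detection reagent is then added and luminescence measured after 10 min at ambient temperature.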
Giardia killer = Small Molecules that selectively kill Giardia lamblia: qHTS. Giardia lamblia trophozoite viability. actives 0.15% (n = 340,000). activity change, % at 7.66 µM, hits read low; in the data active means activity change below about -80%; inconclusive means between about -30% and that limit;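 further: parasites exposed to compound for two days anaerobically before the ATP read; on the % scale 0 is the no-effect control and ±100 the full control effect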
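Anaerobic 48 hrs incubation at 37 deg C of 100 trophozoites/well with test compounds; ATPLite 1-Step luminescence, 15-30 min RT, reports cellular ATP as viability.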
* = called active by the depositor; ? = inconclusive; / = not tested or not shown; & = joins results of further samples; [ ] = remark or other dose. Unless noted, the call rests on the fitted dose curve; in most records, active means well fitted curve in the direction sought with a large enough effect; inconclusive means small, poorly fitted or top-dose-only effect, or another doubt; inactive means no such curve, though single readings can be large; an effect the other way counts as inactive or inconclusive.

SMILES	PKM2 act	FLuc modulator	Menin-MLL TR inh	RORg inh	BRCA1 expr act	Gal4-VP16 FLuc	ELG1 genotox	p53 reactivation	Rab9 promoter act	NPC1 promoter act	Giardia killer
C[C@@H](CN1C2=NC[C@H](C)N2C[C@H]1Cc1ccc(O)cc1)NC(=O)CCC1CCCCC1	-1.2%	2.4%	0.2%	7.9%	10.3%	-8.0%	1.5%	-3.0%	9.6%	-0.6%	-3.4
Cc1ccc(-c2nnc(SCC(C)C)n2C)cc1	-3.5%	?	?	12.5%	78.0%	-4.9%	-4.1%	2.2%	?	?	-9.2
CC(=O)c1cccc(NC(=O)C(C)OC(=O)c2cc(C)oc2C)c1 (centres undefined)	/	1.8%	/	/	-11.4%	/	-0.9%	12.6%	-4.6%	8.6%	-12.5
CC(=O)NC(Cc1ccc(F)cc1)C(=O)NC1CCN(C(=O)NCc2ccccc2)CC1 (centres undefined)	/	-0.1%	/	-0.5%	-1.4%	-8.0%	-0.3%	-2.5%	-1.5%	1.3%	33.8[activator]
CCN(CC)c1ccc([N+](=O)[O-])cc1C(=O)N1CCOCC1	0.1%	-2.3%	3.2%	24.9%	-5.5%	-14.9%[10 µM]	-4.4%	3.3%	14.5%	-2.9%	-6.2
NC(=O)C(CC(=O)O)NC(=O)[C@@H]1CCOc2c(I)cc([N+](=O)[O-])cc2C(=O)N[C@@H](CCC(=O)O)C(=O)N[C@@H](CO)C(=O)N1 (some centres undefined)	0.1%	5.6%	1.8%	-7.8%	0.0%	20.9%	3.3%	1.5%	-1.2%	-0.1%	7.8
O=C(CC12CC3CC(CC(C3)C1)C2)NCCN1CCOCC1	-3.8%	-3.2%[2.3 µM]	9.8%	13.7%	-1.5%	1.2%	2.8%	-6.9%	-2.7%	7.4%	5.2
O=C(c1ccccc1F)N1CCN(c2ccc([N+](=O)[O-])c(NCC3CCCO3)c2)CC1 (centres undefined)	-4.2%	1.1%	0.4%	27.1%	-3.9%	-8.6%	-13.0%	3.5%	-4.3%	-6.8%	-28.9
COc1cccc(CN2CCc3[nH]c(=S)[nH]c(=O)c3C2)c1	/	1.3%	0.0%	-7.6%	11.1%	3.7%	2.0%	-5.7%	1.0%	0.6%	-14.6
CCOCCCN1C(=O)CN(C2CCCCC2)C(=O)C1c1ccc(OCC)c(OC)c1 (centres undefined)	-1.3%	-1.6%	?	-6.9%	-21.1%	-0.5%	5.4%	-8.8%	-5.5%	0.5%	17.7
COc1ccccc1N1C(=O)N(C(C)=O)C2C1Nc1ccccc1N2C (centres undefined)	7.0%	1.5%	-20.2%	-11.7%	-111.5%[inhibitor]	0.0%	-14.3%	11.3%	22.8%	12.1%	17.5
Cc1ccc(S(=O)(=O)NC(CC(C)C)C(=O)N2CCCCCCC2)cc1 (centres undefined)	/	-0.7%	/	/	-19.6%	/	-7.1%	-1.5%	-1.6%	-1.3%	1.4
CCN(CC)C(=O)N1CCN(C(=O)N2CCOCC2)CC1	-2.3%	-8.5%	0.4%	-8.4%	16.7%	-25.9%	0.3%	-0.2%	0.4%	0.1%	8.9
Cc1ccc(CNC(=O)CCC2CCCN(C(=O)c3ccc4c(c3)OCO4)C2)o1 (centres undefined)	?	-11.1%	-21.6%	36.6%	11.6%	8.9%	4.3%	4.6%	15.0%	0.7%	3.6
COc1ccccc1N(CC(=O)Nc1ccc(Br)cc1F)S(=O)(=O)c1cccs1	/	0.0%	/	/	-43.5%	/	-5.5%	-3.3%	-5.1%	-3.4%	6.4
CCCCN(C(=O)C1CCCO1)c1c(N)n(CC(C)C)c(=O)[nH]c1=O (centres undefined)	/	-1.9%	/	/	1.3%	/	-1.7%	2.8%	-1.7%	-2.3%	2.6
O=S(=O)(O)c1nc2ccccc2n1Cc1ccc(Cl)cc1	-1.6%	1.4%	1.7%	2.3%	-22.8%	-10.3%	0.8%	-5.4%	8.0%	-1.0%	-3.4
Cc1ccc(CNC(=S)NC2CCCCC2)cc1	-1.6%	3.4%	-18.0%	3.98µM*	1.2%	3.98µM*	3.4%	17.9%	0.2%	-5.1%	4.7
CSc1ccccc1OCc1cc(C(=O)N(C)C(C)c2ccccn2)no1 (centres undefined)	1.6%	3.4%	/	-2.4%	-1.9%	-13.9%	0.2%	-9.8%	0.0%	-3.2%	-7.2
Cc1ccc(CNC(=O)C2CC(c3ccccc3[N+](=O)[O-])=NO2)o1 (centres undefined)	?	-9.3%	-23.6%	-0.8%	-2.2%	4.4%	1.0%	9.4%	4.4%	-2.2%	3.9
N#CC1=C(SCc2ccccc2)NC(=O)CC1c1ccco1 (centres undefined)	-1.0%	0.6%	-1.1%	20.3%	-5.2%	-2.1%	5.8%	-4.7%	7.0%	-1.1%	8.1
COc1cccc(CNC(=O)c2ccc(COc3ccccc3)cc2)c1	4.8%	-6.7%	/	-19.5%	25.9%	-5.6%	-11.8%	1.4%	-2.0%	-0.8%	25.0
N#CCCN(C(=O)COC(=O)c1ccc2c(=O)n3c(nc2c1)CCC3)c1ccc(F)cc1	5.6%	0.6%	-18.0%	28.3%	-16.6%	0.9%[10 µM]	-1.9%	-1.7%	-5.4%	1.7%	-13.2
CC(=O)c1ccc(N(CC(=O)NC2CCCC2)C(=O)CNC(=O)c2cccs2)cc1	-1.0%	-4.0%	-10.3%	8.3%	-11.2%	-1.8%	-1.2%	-0.4%	2.7%	-1.6%	16.8
CCCCSc1oc(-c2ccco2)nc1S(=O)(=O)c1ccccc1	1.1%	4.2%	21.3%	?	-16.7%	-7.8%	-0.5%	-1.5%	-2.4%	-2.9%	-3.0
Cc1cccc(NC(=O)[C@H](Cc2ccccc2)NC(=O)OCc2ccccc2)c1	-3.2%	3.9%	-12.6%	-8.5%	-26.0%	-15.8%	-1.0%	2.4%	-0.7%	-2.6%	-14.4
O=C(NNC(=O)C12CC3CC(CC(C3)C1)C2)c1ccccc1O	/	15.1µM*	/	/	-87.5%	/	0.9%	-7.2%	-27.5%	-11.2%	-12.7
Cc1ccc(S(=O)(=O)Nc2ccc(N3CCOCC3)cc2)cc1C	/	0.6%	-20.8%	5.3%	-0.6%	0.4%	0.2%	3.9%	-0.1%	-0.5%	-7.0
O=C(NCc1ccccc1)C1CCC(CNc2c(N3CCCCC3)c(=O)c2=O)CC1 (centres undefined)	-0.6%	5.9%	14.3%	14.3%	1.3%	-5.9%	0.7%	1.6%	-5.6%	-3.0%	-5.4
CCCCCCCCCCC(=O)Nc1cccnc1	11.1%	-0.6%	15.8%	5.5%	/	1.2%	-1.7%	4.8%	-0.6%	-4.1%	/
O=c1c(Sc2ccccc2)c(C(F)(F)F)[nH]n1-c1ccccc1	1.7%	-12.3%	?	34.4%	1.9%[1.84 µM]	?	-27.1%	-3.1%	1.2%	1.6%	3.7
O=C(Nc1cccc(S(=O)(=O)Nc2ccccc2F)c1)c1ccc2ccccc2n1	-15.7%	19µM*	?	24.8%	-27.9%	-9.8%	-13.9%	-3.9%	-7.7%	-6.5%	-26.2
CC1(C)CC(=O)c2c(oc3cc(O)c(O)cc23)C1	22.0%&21.3%	-26.8%	?	-26.4%&-38.7%	31.6%	-4.6%&-1.1%	0.2%	8.4%	0.0%	-3.2%	-6.7
CCN(CC)c1ccc(/C=N/NC(=O)CNC(=O)C2COc3ccccc3O2)c(O)c1 (centres undefined)	1.8%	?	?	2.82µM*	-84.1%[inhibitor]	2.82µM*	?	17.8µM*	-34.2%[inhibitor]	-41.1%[inhibitor]	-3.5
COc1ccccc1OCc1nnc(SCC(=O)N2CCCCC2)o1	4.6%	4.7%	-11.2%	1.6%	1.9%	2.1%	-2.2%	-0.8%	-0.5%	3.2%	2.7
CCOc1ccc(N(CC(=O)NCc2ccco2)C(=O)CCC(=O)Nc2nccs2)cc1	0.7%	-0.4%	-11.5%	27.3%	-1.0%	-7.6%	0.1%	8.7%	4.0%	-1.9%	14.3
CCCn1c(N)c(C(=O)CSc2nnc(C3CC3)n2Cc2ccccc2)c(=O)[nH]c1=O	-3.0%	1.7%	-13.7%	0.2%	-14.6%	1.6%	-0.5%	-15.2%	-3.3%	1.6%	-12.6

A portion of the library; rates above refer to the full screens.
